MCF10A rereplic: A quantitative high throughput screen for small molecules that induce DNA re-replication in MCF 10a normal breast cells. MCF 10A DNA re-replication, Hoechst nuclear intensity, 48 h. Potency, µM (top dose mostly 46.1 µM), without a hit: at the highest dose activity, positive = re-replication, actives largely listed as activators. actives 2.9% (n = 350,000); also: potency is read from the fitted curve at half-maximal effect; % of control where 0% means no effect; nearly all actives have a fitted effect of over 50% in size
WRN helicase inh: qHTS for Inhibitors of WRN Helicase; AID 651768, 2012; actives 0.46% (n = 360,000); Bifunctional 3'-5' exonuclease/ATP-dependent helicase WRN (Homo sapiens), Q14191; WRN helicase unwinding, fluorescent forked duplex, kinetic; Potency, µM (top dose mostly 114 µM), for inactives: at the highest dose activity change, negative = inhibition, usual class: inhibitors; also: potency is read from the fitted curve at half-maximal effect; % is scaled to controls: 0 for no effect and ±100 for the full control effect; nearly all actives have a fitted effect of over 55% in size
Target sequence (Q14191 whole entry, looked up): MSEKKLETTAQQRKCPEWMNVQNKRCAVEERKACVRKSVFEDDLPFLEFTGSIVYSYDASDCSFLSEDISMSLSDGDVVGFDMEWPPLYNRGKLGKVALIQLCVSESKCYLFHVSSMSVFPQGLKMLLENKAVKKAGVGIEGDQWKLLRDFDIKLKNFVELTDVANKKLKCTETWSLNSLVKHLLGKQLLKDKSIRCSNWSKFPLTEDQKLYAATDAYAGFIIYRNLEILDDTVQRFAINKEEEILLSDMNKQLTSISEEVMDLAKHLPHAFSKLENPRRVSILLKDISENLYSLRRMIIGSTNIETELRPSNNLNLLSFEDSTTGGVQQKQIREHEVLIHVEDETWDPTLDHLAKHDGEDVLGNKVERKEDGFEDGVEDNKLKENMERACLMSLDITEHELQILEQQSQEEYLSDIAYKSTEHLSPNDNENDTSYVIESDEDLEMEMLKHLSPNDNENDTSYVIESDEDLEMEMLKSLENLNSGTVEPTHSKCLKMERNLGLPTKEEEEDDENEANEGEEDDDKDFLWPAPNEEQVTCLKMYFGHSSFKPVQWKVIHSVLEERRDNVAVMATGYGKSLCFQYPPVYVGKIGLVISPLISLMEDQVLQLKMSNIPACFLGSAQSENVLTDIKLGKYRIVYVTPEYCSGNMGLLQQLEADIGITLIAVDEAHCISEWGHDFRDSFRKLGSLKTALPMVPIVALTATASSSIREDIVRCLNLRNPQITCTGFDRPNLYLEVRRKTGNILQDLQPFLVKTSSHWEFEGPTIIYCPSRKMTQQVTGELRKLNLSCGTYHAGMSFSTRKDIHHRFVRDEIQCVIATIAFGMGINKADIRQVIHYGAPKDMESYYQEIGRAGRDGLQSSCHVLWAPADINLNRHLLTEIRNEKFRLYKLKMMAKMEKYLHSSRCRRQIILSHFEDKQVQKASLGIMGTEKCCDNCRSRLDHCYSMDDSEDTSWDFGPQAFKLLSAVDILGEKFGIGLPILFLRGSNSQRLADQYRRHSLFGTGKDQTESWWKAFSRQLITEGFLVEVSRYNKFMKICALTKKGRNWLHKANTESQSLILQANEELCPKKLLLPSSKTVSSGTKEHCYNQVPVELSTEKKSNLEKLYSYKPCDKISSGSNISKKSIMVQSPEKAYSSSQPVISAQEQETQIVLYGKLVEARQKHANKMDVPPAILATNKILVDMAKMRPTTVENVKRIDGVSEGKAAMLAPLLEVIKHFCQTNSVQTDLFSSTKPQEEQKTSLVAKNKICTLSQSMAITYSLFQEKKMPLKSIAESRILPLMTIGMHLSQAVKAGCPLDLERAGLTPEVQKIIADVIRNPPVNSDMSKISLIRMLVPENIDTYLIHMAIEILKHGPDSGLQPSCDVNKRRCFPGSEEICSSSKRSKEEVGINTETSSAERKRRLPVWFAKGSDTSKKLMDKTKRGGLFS
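Kinetic red-fluorescence monitoring (525/598 nm) tracks WRN helicase activity after 100 nM fluorophore-quencher forked duplex and 2 mM ATP are added to 20 nM enzyme pretreated 15 min at room temperature with compound.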
IL1B secr inh: qHTS for Inhibitors of Inflammasome Signaling: IL-1-beta AlphaLISA Primary Screen; THP-1 LPS/ATP IL-1B secretion, AlphaLISA, 16 h; hits give low values; AID 743279, 2014; actives 4.7% (n = 360,000); activity change, % at 57.5 µM; in the data active = activity change below about -50%; inconclusive = mostly about -30% to -49%; also: % is scaled to controls: 0 for no effect and ±100 for the full control effect
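THP-1 cells pretreated 1 hr with compounds (up to 57.5 uM final), then stimulated with LPS (250 ng/mL final) plus ATP (1.25 mM final); secreted IL-1B measured by AlphaLISA after 16 hr, decreased signal indicating inhibition.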
KB-3-1 tox: qHTS assay for MDR1-selective chemotherapeutics: Primary screen using the parental adenocarcinoma cell KB-3-1. Potency, µM (series often up to 46.1 µM), inactives show top-dose activity change, negative = cytotoxic, most hits filed as cytotoxic. KB-3-1 viability, CellTiter-Glo ATP luminescence, 72 h. actives 1.4% (n = 400,000). AID 1347075, 2019; also: potency is read from the fitted curve at half-maximal effect; % is scaled to controls: 0 for no effect and ±100 for the full control effect; nearly all actives have a fitted effect of over 60% in size
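Parental KB-3-1 viability, qHTS format: 72 h compound exposure, 37 °C; CellTiter-Glo; media-only wells and DMSO plates as controls; concentration-effect fits on corrected data.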
HT1080 IDH1KD tx: qHTS for induction of synthetic lethality in tumor cells producing 2HG: qHTS for the HT-1080-IDH1KD cell line; HT-1080 IDH1 knockdown viability, ATP luminescence, 48 h; Potency, µM (doses to about 46.1 µM), inactives show at the top dose activity, negative = toxicity, actives largely listed as cytotoxic; actives 2% (n = 360,000); AID 686971, 2013;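 also: potency is read from the fitted curve at half-maximal effect; 0% = DMSO wells and -100% = cell-free medium wells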
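After a 2 h attachment period, IDH1KD HT-1080 cells took pin-transferred compound for 48 h at 37 °C; ATP-based luminescence after 10 min room-temperature reagent incubation reported viability.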
HT1080NT lethal: qHTS for induction of synthetic lethality in tumor cells producing 2HG: qHTS for the HT-1080-NT fibrosarcoma cell line; HT-1080-NT fibrosarcoma viability, CellTiter-Glo ATP luminescence, 48 h; Potency, µM (series often up to 46.1 µM), for the others: top-dose activity, negative = less viability, usual class: cytotoxic; actives 1.6% (n = 360,000); AID 686970, 2013;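 also: NT is the 2HG producing partner of a matched IDH1 knockdown line; potency is read from the fitted curve at half-maximal effect; 0% = DMSO-treated cells and -100% = media-only wells without cells; nearly all actives have a fitted effect of over 55% in size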
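Viability of the 2HG-overproducing fibrosarcoma line after 48 hours of compound exposure at 37 degrees C was determined by luminescence with CellTiter-Glo, and concentration-effect curves were then fitted and categorized.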
KB-V1 cytotox: qHTS assay for MDR1-selective chemotherapeutics: Primary screen using the drug-selected MDR subline cells KB-V1. actives 3.4% (n = 400,000). KB-V1 MDR cells viability, CellTiter-Glo, 72 h. Potency, µM (series often up to 46.1 µM), inactives show at the highest dose activity change, negative = cytotoxicity, hits mostly cytotoxic; also: potency is read from the fitted curve at half-maximal effect; % is scaled to controls: 0 for no effect and ±100 for the full control effect; nearly all actives have a fitted effect of over 60% in size
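qHTS viability screen in drug-selected KB-V1 MDR cells: 72 h compound treatment at 37 degrees C, ATP luminescence end point.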
ATXN2 expr inh: Primary qHTS for Inhibitors of ATXN expression; HEK-293 ATXN2-luciferase reporter, luminescence, 24 h; Potency, µM (series often up to 57 µM), for inactives: at the highest dose activity change, negative = inhibition, hits mostly inhibitors; actives 0.72% (n = 360,000); AID 1745845, 2022; also: potency is read from the fitted curve at half-maximal effect; % is scaled to controls: 0 for no effect and ±100 for the full control effect; nearly all actives have a fitted effect of over 55% in size
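qHTS (up to 57 uM final) was run with 24 h compound exposure of reporter cells at 37 °C. Each well was multiplexed: SteadyGlo luminescence measured ATXN2-luciferase expression after a fluorogenic Gly-Phe-AFC viability readout (25 uM final).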
SW480 rereplic: A quantitative high throughput screen for small molecules that induce DNA re-replication in SW480 colon adenocarcinoma cells | Potency, µM (top dose mostly 46.1 µM), inactives show at the highest dose re-replication activation, most hits filed as activators | SW480 DNA re-replication, Hoechst DNA content imaging, 48 h | actives 1.8% (n = 340,000); also: potency is read from the fitted curve at half-maximal effect; % of control where 0% means no effect; nearly all actives have a fitted effect of over 55% in size
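250 cells/well; 23 nL cpd via pin tool; 48 hr, 37 C, 5% CO2; Hoechst 40 min; imager read of total nuclear intensity, ex 405/em 500-530 nm.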
* hit, by the source's call; ? = inconclusive; · = no result given; [ ] = remark or other dose. Unless noted, calls follow the shape of the dose curve; as a rule, active = well fitted curve in the direction sought with a large enough effect; inconclusive = small, poorly fitted or top-dose-only effect, or another doubt; inactive = no such curve, though single readings can be large; an effect the other way counts as inactive or inconclusive. Random draw from the library. Share with any hit: about 12%.

Start of the data: the first two compounds, ahead of the listing:
SMILES	MCF10A rereplic	WRN helicase inh	IL1B secr inh	KB-3-1 tox	HT1080 IDH1KD tx	HT1080NT lethal	KB-V1 cytotox	ATXN2 expr inh	SW480 rereplic
N=c1c(S(=O)(=O)c2ccccc2)cc2c(=O)n3ccccc3nc2n1C1CCCCC1	-1%	7%	?	-3%	?	?	?	-7%	5%
Nc1nc[nH]c(=O)c1N=Cc1ccccc1	1%	4%	15	3%	10%	16%	17%	0%	-7%

This part in full (from the top)
SMILES	MCF10A rereplic	WRN helicase inh	IL1B secr inh	KB-3-1 tox	HT1080 IDH1KD tx	HT1080NT lethal	KB-V1 cytotox	ATXN2 expr inh	SW480 rereplic
N=c1c(S(=O)(=O)c2ccccc2)cc2c(=O)n3ccccc3nc2n1C1CCCCC1	-1%	7%	?	-3%	?	?	?	-7%	5%
Nc1nc[nH]c(=O)c1N=Cc1ccccc1	1%	4%	15	3%	10%	16%	17%	0%	-7%
OC(Cc1ccncc1)c1ccccc1Cl (stereo unspecified)	-16%	6%	-4	0%	6%	3%	-1%	-10%	-6%
CC(/C=N/NC(=O)CN1CCN(Cc2ccc(Cl)cc2)CC1)=C\c1ccco1	?	-26%	0	2%	-7%	-4%	-7%	-5%	?
O=C(COc1ccc(Cl)cc1[N+](=O)[O-])N/N=C/c1cccs1	7%	2%	-20	1%	0%	2%	15%	·	-2%
CCOC(=O)N1CCN=C1SCc1ccc(Cl)c(Cl)c1	0%	-14%	-10	17%	25%	-12%	2%	-6%	-1%
CC(C)OC(=O)c1cccnc1SCc1cc(=O)n2ccccc2n1	0%	-5%	13	-16%	10%	-1%	?	18%	-16%
O=C(CCC(=O)N1CCOc2ccccc21)NCCc1ccccc1	-1%	-5%	-18	5%	2%	2%	-4%	-6%	-11%
CC(OC(=O)c1ccc(-n2cnnn2)cc1)C(=O)N(C)c1ccccc1 (stereo unspecified)	3%	-4%	-9	?	6%	-1%	?	8%	-1%
Oc1ccc(-c2c(-c3ccsc3)sc3ccccc23)cc1	17%	-11%	9	-9%	-3%	-12%	13%	?	?
CC(C)=CCN1CCN(Cc2cn(C(C)C)c3ccccc23)CC1CCO (stereo unspecified)	7%	6%	-4	-1%	-3%	-3%	-2%	·	3%
NC(=O)C1CCN(c2nc(-c3ccc(F)cc3)cs2)CC1	-4%	·	·	-1%	·	·	2%	7%	3%[9.22 µM]
O=C(CSc1n[nH]c(-c2ccccc2O)n1)NC1CCCCC1	6%	-1%	6	-10%	-5%	-2%	2%	-13%	?
CC1=NOC(=O)/C1=C/c1ccc(O)c(Cl)c1	7%	-9%	-12	2%	3%	20%	18%	-30%	3%
Cc1ccc(/C=N/N2CCN(C3c4ccccc4-c4ccccc43)CC2)s1	?	-17%	17	-6%	16%	19%	-9%	2%	?
COc1ccc(OC)c(-c2csc(N(CC3CCCO3)C(=O)Cc3ccccc3)n2)c1 (stereo unspecified)	9%	-14%	12	-4%	-8%	1%	5%	·	0%
CC1=NN(C(=O)CSCc2ccccc2)C(O)(c2ccc(Cl)cc2)C1 (stereo unspecified)	?	4%	-1	-11%	-2%	-7%	-10%	·	-5%
COc1ccc([C@H]2CC(=O)c3c(O)cc(O)cc3O2)cc1O	0%	-4%	25	1%	19%	?	?	92%[activator]	?
COc1cccc(C(=O)N2CCOCC2)c1	1%	-21%	-13	-2%	24%	4%	?	-10%[11.3 µM]	-6%
COc1cc(/C=C/CO)cc(OC)c1OC/C=C(\C)CCC=C(C)C	-1%	-9%	31	8%	2%	-24%	11%	-10%	-6%

Some values from the list:
In HT1080 IDH1KD tx, COc1ccc([C@H]2CC(=O)c3c(O)cc(O)cc3O2)cc1O reads 19%
In HT1080 IDH1KD tx, COc1cc(/C=C/CO)cc(OC)c1OC/C=C(\C)CCC=C(C)C reads 2%
In SW480 rereplic, CC1=NN(C(=O)CSCc2ccccc2)C(O)(c2ccc(Cl)cc2)C1 (stereo unspecified) reads -5%
In WRN helicase inh, COc1cccc(C(=O)N2CCOCC2)c1 reads -21%
In KB-3-1 tox, COc1ccc(OC)c(-c2csc(N(CC3CCCO3)C(=O)Cc3ccccc3)n2)c1 (stereo unspecified) reads -4%
In KB-3-1 tox, Oc1ccc(-c2c(-c3ccsc3)sc3ccccc23)cc1 reads -9%

(continued)
SMILES	MCF10A rereplic	WRN helicase inh	IL1B secr inh	KB-3-1 tox	HT1080 IDH1KD tx	HT1080NT lethal	KB-V1 cytotox	ATXN2 expr inh	SW480 rereplic
N#CCCN(Cc1ccccc1)C(=S)NC(=O)c1ccccc1	26%	4%	27	1%	1.1µM*	1.3µM*	?	-15%	?
O=C(CN1c2cccc3cccc(c23)S1(=O)=O)NC1CCCCC1	-8%	-2%[11.6 µM]	0	2%	8%	6%	21µM*	-9%	-15%
CCOC(=O)c1ccc2c(c1)N(CC#N)C(=O)C(C)(C)O2	-8%	-9%	10	-8%	3%	0%	13%	12%	-48%[inhibitor]
Cc1cc(C(C)(C)C)cc(C)c1S(=O)(=O)N1CCN(C(=O)c2cc([N+](=O)[O-])c[nH]c2=O)CC1	12%	-3%	26	-19%	0%	?	-25%	-12%	-1%
COc1cc2c(cc1NC(=O)c1cccnc1)CCCC2	21%	2%	27	10%	0%	0%	-4%	16%	22%
O=C(CN1C2=NCCCN2c2ccccc21)c1cccs1	12%	-9%	-19	3%	4%	0%	-7%	-2%	-6%
O=[N+]([O-])c1cc([N+](=O)[O-])c(Oc2ccc(Br)cc2Br)cc1NN1CCCCC1	1%	2%	22	29%	7%	3%	1%	7%	-1%
Cc1ccccc1/C=C1\Oc2ccccc2C1=O	6%	-5%	-16	0%	-2%	-4%	0%	17%	-21%
Cc1cc(NC(=O)c2ocnc2C)no1	?	-6%	-2	-6%	1%	10%	4%	23%	-2%
N#Cc1ccc(Cn2c(-c3ccc(F)cc3)noc2=O)cc1	?	4%[57.1 µM]	13	-1%	7%	7%	-6%	-1%	-81%[inhibitor][1.84 µM]
COc1ccc(NC(=O)c2cc(C)n(Cc3cccs3)c2C)cc1	?	-11%	·	?	?	?	8%	30%	?
O=C(NNC(=O)C1CCN(Cc2cccc(F)c2)CC1)c1cccs1	0%	3%	11	-5%	11%	5%	-13%	-11%	-2%
COc1cc2nc(N3CCN(C(=O)OCc4ccccc4)[C@H](C(=O)NC(C)(C)C)C3)nc(N)c2cc1OC	?	-1%	-19	0%	?	18µM*	-2%	-4%	?
COC(=O)C(CC(=O)c1ccc(C)cc1)n1cccn1 (stereo unspecified)	-3%	-7%	25	1%	4%	-3%	4%	·	-3%
O=C(O)C1CSC2(c3ccc4c(c3)OCCO4)CCC(=O)N12 (stereo unspecified)	4%	6%	5	-1%	10%	10%	4%	5%	0%
COc1cc(SC)ccc1C(=O)Nc1ccc2ncccc2c1	?	-17%	-12	?	-20%	?	-20%	0%	-38%[inhibitor]
COc1ccccc1CNS(=O)(=O)c1cc(C(=O)N(C)Cc2cccnc2)c(Cl)cc1Cl	4%	-3%	12	?	-10%	1%	5.2µM*	4%	12%
COc1cc(NC(=O)c2ccccc2F)ccc1NC(=O)c1ccccc1Cl	11%	-11%	-17	23%	2%	-4%	7%	-4%	-3%
Cc1cc(NC(=O)c2cc(Cl)ccc2Cl)no1	15%	-3%	-9	6%	17%	0%	-15%	5%	-2%
COc1ccc(CCNS(=O)(=O)c2cc3c4c(c2)C(C)C(=O)N4CCC3)cc1OC (stereo unspecified)	4%	-3%	0	26%	-1%	6%	13%	-1%	8%
CS(=O)(=O)N(CC(=O)NCCSCc1ccccc1)c1ccc2c(c1)OCO2	?	-2%	-1	-4%	-1%	-9%	?	-15%	-17%
Cc1oc(/N=C/c2cccc3ccccc23)c(C#N)c1C	-1%	?	20	2%	-2%	-7%	-9%	-4%	-9%
Cc1ccc(/C=C2\SC(=S)N(NS(=O)(=O)c3ccc(C)cc3)C2=O)cc1	10%	-9%[11.6 µM]	3	0%	12%	4%	8%	·	-6%
Cc1cc(C)n(-c2ccc(C(=O)NCC(=O)Nc3cc(Cl)ccc3Cl)cc2)n1	-4%	5%	-3	2%	3%	11%	27%	·	-8%
O=C(CSc1ccccc1F)Nc1ccc2c(c1)OCO2	4%	3%	-20	20%	17%	9%	2%	72%[activator]	1%
O=C(NNC1=Nc2cccc3cccc1c23)c1ccc(Br)cc1	15µM*	-8%	55	?	-29%	0%	-6%	-34%	18µM*
CCOC(=O)/C(C(C)=O)=C1/OC(=O)c2ccccc21	8%	-6%	9	-1%	6%	5%	3%	-4%	2%
Cc1cc(C)c(NC(=S)NC(=O)c2ccc(-c3ccccc3)cc2)c(C)c1	?	-19%[57.1 µM]	-17	0%	-15%	-6%	-7%	71%[activator]	-3%
Cc1ccc(C2OCC3(CO2)COC(c2ccc(C)cc2)OC3)cc1 (stereo unspecified)	-3%	?	7	4%	8%	12%	?	-25%	-9%
CCN(CC)c1ncnc2c1ncn2[C@H]1CN(Cc2cc(OC)c(OC)c(OC)c2)C[C@@H](CO)O1	·	1%	-12	0%	10%	16%	-1%	-3%	·
O=C(NCc1ccccn1)c1cc2ccccc2oc1=O	-6%	-2%	-12	-6%	1%	12%	12%	34%[activator]	3%
COc1cc(OC)cc(C(=O)Nc2ccc([N+](=O)[O-])cn2)c1	6%	-14%	-4	-2%	-4%	-7%	?	0%	-1%

From PubChem BioAssay
